# TDP1 block = qHTS Assay for Inhibitors of Tyrosyl-DNA Phosphodiesterase (TDP1). Tyrosyl-DNA phosphodiesterase 1 (Homo sapiens), Q9NUW8. recombinant TDP1, AlphaScreen DNA substrate cleavage. Potency, µM (top dose mostly 130 µM), for the others: at the highest dose activity change, negative = inhibition, hits mostly inhibitors. 350,000 compounds, 0.28% hits. AID 485290, 2010; note: nearly all actives have a fitted effect of over 40% in size
# Target sequence (Q9NUW8 whole entry, looked up): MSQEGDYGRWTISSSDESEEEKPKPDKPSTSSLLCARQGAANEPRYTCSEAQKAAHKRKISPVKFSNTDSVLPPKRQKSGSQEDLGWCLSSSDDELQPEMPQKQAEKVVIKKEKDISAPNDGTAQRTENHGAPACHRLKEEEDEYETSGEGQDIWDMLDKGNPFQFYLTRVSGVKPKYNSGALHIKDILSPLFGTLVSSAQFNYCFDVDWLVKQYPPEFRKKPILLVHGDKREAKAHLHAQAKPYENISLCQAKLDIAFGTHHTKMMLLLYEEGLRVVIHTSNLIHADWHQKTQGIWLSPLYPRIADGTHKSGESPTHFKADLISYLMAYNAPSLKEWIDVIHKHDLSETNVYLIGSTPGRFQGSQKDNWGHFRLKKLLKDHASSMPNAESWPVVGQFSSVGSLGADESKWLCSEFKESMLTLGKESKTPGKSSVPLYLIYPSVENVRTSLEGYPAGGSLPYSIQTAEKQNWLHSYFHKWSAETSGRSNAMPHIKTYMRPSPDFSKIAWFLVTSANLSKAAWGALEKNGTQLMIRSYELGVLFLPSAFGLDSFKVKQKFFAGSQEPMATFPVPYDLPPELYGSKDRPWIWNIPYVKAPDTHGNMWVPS
#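 Enzyme-compound mixtures sat 15 min at room temperature, followed by a 5 min reaction with 15 nM final substrate and 10 min with AlphaScreen beads. Recombinant human Tdp1 was used at 1 nM final.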
# N370S GC mod = qHTS Assay for Inhibitors and Activators of N370S glucocerebrosidase as a Potential Chaperone Treatment of Gaucher Disease; Lysosomal acid glucosylceramidase (Homo sapiens), P04062; AID 2101, 2009; 330,000 compounds, 0.092% hits; N370S GC spleen homogenate, 4MU-glucoside fluorescence; Potency, µM (titrated, usually from 59.4 µM), for inactives: at the highest dose activity change, negative = inhibition, most hits filed as inhibitors;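 note: 0% = full enzyme activity and -100% = no enzyme basal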
# FEN1 inhibitor = qHTS Assay for the Inhibitors of Human Flap endonuclease 1 (FEN1); Recombinant FEN1 flap cleavage, fluorescence, 15 min; P39748; AID 588795, 2011; 390,000 compounds, 0.35% hits; Potency, µM (highest dose often 114 µM), for the others: at the highest dose activity change, negative = inhibition, actives largely listed as inhibitors; note: nearly all actives have a fitted effect of over 65% in size
# Target sequence (P39748 whole entry, looked up): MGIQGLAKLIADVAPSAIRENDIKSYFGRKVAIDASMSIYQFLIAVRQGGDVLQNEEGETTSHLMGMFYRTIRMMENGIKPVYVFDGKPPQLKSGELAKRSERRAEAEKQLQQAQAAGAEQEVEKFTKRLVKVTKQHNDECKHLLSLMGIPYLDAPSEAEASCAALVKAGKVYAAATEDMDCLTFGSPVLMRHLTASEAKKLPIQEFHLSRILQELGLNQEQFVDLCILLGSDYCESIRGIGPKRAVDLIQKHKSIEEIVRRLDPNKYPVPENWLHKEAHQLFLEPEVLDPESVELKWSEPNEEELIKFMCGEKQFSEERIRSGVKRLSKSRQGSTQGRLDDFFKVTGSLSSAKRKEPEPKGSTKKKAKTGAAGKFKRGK
#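 Enzyme 10 nM, 15 min RT preincubation with compound; start with substrate 50 nM final; reads at 0 and 15 min; qHTS titration, four-parameter Hill fit.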
# The depositor's hits bear a star; u = inconclusive; x = not tested or not shown; & = joins results of further samples; [ ] = dose if it differs, or a comment. Calls come from the whole dose curve; as a rule, active = well fitted curve in the direction sought with a large enough effect; inconclusive = small, poorly fitted or top-dose-only effect, or another doubt; inactive = no such curve, though single readings can be large; an effect the other way counts as inactive or inconclusive. Unless noted, % is set by controls: 0 for no effect and ±100 for the full control effect; potency is the fitted concentration of half-maximal effect.
1. COc1cccc(/C=N/NC(=O)C(C)n2nc(C)c([N+](=O)[O-])c2C)c1O (stereo not drawn)
2. Cc1ccc(S(=O)(=O)N2CCN(C(=O)CN3CCCCC3)C2)cc1
3. O=c1[nH]cccc1-c1nc2ccccc2[nH]1
4. CNc1c(NC(=O)c2ccc(OC)c(OC)c2)c(=O)oc2ccccc12
5. COc1ccccc1CCC(=O)OCC(=O)NC1CCCC1
6. CC(=O)N1CCCc2cc(S(=O)(=O)N(C)CCC#N)ccc21
7. CCOC(=O)CCCNC(=O)c1cncc(O)c1
8. CCc1cccc(NC(=O)CCNS(=O)(=O)c2ccc3c(c2)oc(=O)n3C)c1
screen / no.	1	2	3	4	5	6	7	8
TDP1 block	8%	-8%	x	2%	0%[0.505 µM]	2%	5%	2%
N370S GC mod	-20%	23%	u	x	-16%	16%	-21%	1%
FEN1 inhibitor	0%	0%	-1%	-1%	-3%	8%	-12%	-6%

9. CCCn1c(N)c(Sc2ccc(C)cc2)c(=O)n(CCC)c1=O
10. COC(=O)c1cccc(NC(=O)CSc2nncn2-c2ccccn2)c1
11. CCOc1ccc(-c2cc3c(=O)n(CC(=O)NCc4ccc(F)cc4)ccn3n2)cc1
12. CCC(=O)N(C)/C=C1\Sc2ccccc2C1=O
13. C=CCn1c(SCc2ccc(C#N)cc2)nnc1-c1ccc(C)cc1
14. O=C(NCc1ccccc1)c1nc[nH]c1C(=O)N1CCc2ccccc2C1
15. COC(=O)C(C)N(C(=O)c1cccc(Cl)c1)c1c(C)cccc1C (stereo not drawn)
16. CSCCC(NC(=O)c1ccccc1Br)C(=O)N1CCC(C)CC1 (stereo not drawn)
screen / no.	9	10	11	12	13	14	15	16
TDP1 block	0%	7%	4%	0%	-1%	2%	2%	-4%
N370S GC mod	-3%	1%	x	-7%	-1%	x	2%	1%
FEN1 inhibitor	-9%	-2%	24%	-5%	2%	-2%	-10%	1%

17. O=C(CSc1nc(N2CCCCC2)nc(N2CCCCC2)n1)c1ccccc1
18. CC12CCC(=O)N1C(C(=O)NNC(=O)COc1ccccc1F)CS2 (stereo not drawn)
19. O=C(CN1CCN(Cc2ccc(F)cc2Cl)C1=O)NCc1cccs1
20. Nc1nnc(SCc2c(F)cccc2Cl)s1
21. CCOC(=O)c1cnc2ccc(OCC)cc2c1N1CCN(c2ccccc2F)CC1
22. COCCn1c(C)cc(C(=O)Cn2nc(C(=O)O)c3ccccc3c2=O)c1C
23. Cc1ccc(C2CC(=O)NC(SCC(=O)Nc3nccs3)=C2C#N)cc1 (stereo not drawn)
24. O=C(COC(=O)CCC1CCCC1)Nc1cc(S(=O)(=O)N2CCOCC2)ccc1Cl
screen / no.	17	18	19	20	21	22	23	24
TDP1 block	2%	-5%	2%	6%	-5%	6%	0%	-8%
N370S GC mod	23%	x	2%	-4%	x	u	6%	1%
FEN1 inhibitor	-2%	2%	2%	-11%	-6%	-4%	-3%	-13%

# Of the compounds above, these have a cyano group.
6. CC(=O)N1CCCc2cc(S(=O)(=O)N(C)CCC#N)ccc21
13. C=CCn1c(SCc2ccc(C#N)cc2)nnc1-c1ccc(C)cc1
23. Cc1ccc(C2CC(=O)NC(SCC(=O)Nc3nccs3)=C2C#N)cc1 (stereo not drawn)
screen / no.	6	13	23
TDP1 block	2%	-1%	0%
N370S GC mod	16%	-1%	6%
FEN1 inhibitor	8%	2%	-3%

# Going on with the list:
25. O=C(N/N=C/c1ccc(N2CCOCC2)cc1)c1ccccc1OCCOc1ccccc1
26. Cc1ccc2occ(C(c3nnnn3C3CCCC3)N3CCN(C(=O)c4ccco4)CC3)c(=O)c2c1 (stereo not drawn)
27. CN1CCC(NC(=O)c2ccncc2)CC1
28. COc1ccc(-n2c(=O)c3c4c(sc3n(CC(=O)NCC3CCCO3)c2=O)CCCC4)c(OC)c1 (stereo not drawn)
29. COc1ccc(C(CNC(=O)c2ccco2)N2CCCCC2)cc1 (stereo not drawn)
30. Cc1ccc(C(=O)Nc2cc(C(C)C)c(O)c(C(C)C)c2)cc1
31. S=c1[nH]nc(Cc2ccc(Br)cc2)n1/N=C/c1ccc(Cl)cc1
32. CC(C)[C@H](NC(=O)c1ccc(Cl)c([N+](=O)[O-])c1)C(=O)O
screen / no.	25	26	27	28	29	30	31	32
TDP1 block	0%	7%	3%	5%	-8%	3%	8%	1%
N370S GC mod	9%	-2%[2.35 µM]	-1%	5%	-5%	8%	0%	10%
FEN1 inhibitor	-9%	-2%	3%	3%	3%	-13%	1%	18%

33. COC(=O)c1cc(COC(=O)c2ccc3ccccc3n2)oc1C
34. Cc1nn(C(=O)c2ccco2)c(C)c1Sc1ccc([N+](=O)[O-])cc1
35. CCC(CC)C(=O)Nc1nc(-c2ccc3c(c2)CCN3C(=O)C2CC2)c(C)s1
36. COc1ccc(NS(=O)(=O)c2ccc3[nH]c(=O)[nH]c3c2)cc1OC
37. COC1=C(N2CCOCC2)C(=O)c2ccccc2C1=O
38. CSc1nc(-c2ccccc2)nn1C(=O)c1ccc(Cl)cc1
39. Cc1ccc(-c2cc3nccc(-c4cc([N+](=O)[O-])ccc4O)n3n2)cc1
40. CCOC(=O)CC(NC(=O)CCc1c(C)nc2cc(-c3ccccc3)nn2c1C)c1ccc(C)cc1 (stereo not drawn)
screen / no.	33	34	35	36	37	38	39	40
TDP1 block	6%	7%	6%	0%	x	0%	6%	7%
N370S GC mod	-8%	-4%	2%	-4%	-4%	7%	x	x
FEN1 inhibitor	8%	-2%	-16%	-5%	-14%	-3%	-9%	4%

# Profiles, looked up by structure. Order of screens: TDP1 block | N370S GC mod | FEN1 inhibitor
# Shown for `Cc1ccc(-c2cc3nccc(-c4cc([N+](=O)[O-])ccc4O)n3n2)cc1` = 6% | x | -9%
# Shown for `O=c1[nH]cccc1-c1nc2ccccc2[nH]1` = x | u | -1%
# Shown for `COC(=O)C(C)N(C(=O)c1cccc(Cl)c1)c1c(C)cccc1C` (stereo not drawn) = 2% | 2% | -10%

# The list goes on:
41. Cc1cccc(CCNC(=O)C2CCCN(c3cnccn3)C2)c1 (stereo not drawn)
42. COc1ccccc1N1CCN(C(=O)COc2ccc(Cl)cc2Br)CC1
43. Cc1cccc(NS(=O)(=O)c2cccc([N+](=O)[O-])c2)n1
44. CCOc1ccc(CCNC(=O)COC(=O)Cc2ccc(OC)c(OC)c2)cc1OCC
45. COc1cc(CN(C)C)cc(C=O)c1O
46. Cc1nn(-c2ccccc2)c(C)c1C(=O)OCc1ccc(C#N)cc1
47. Cc1ccc(Cl)cc1NC(=O)CCC(=O)N1CC(C)Sc2ccccc21 (stereo not drawn)
48. CCOC(=O)c1cc2sccc2n1CC(=O)N1c2ccccc2CC1C (stereo not drawn)
screen / no.	41	42	43	44	45	46	47	48
TDP1 block	2%	4%	-5%	-1%	-10%	x	3%	-4%
N370S GC mod	2%	-2%	-5%	3%	-13%	-2%	x	12%
FEN1 inhibitor	-2%	-9%	-5%	12%	-9%	-6%	2%	1%

49. NC(=O)Cn1ccc(O)c(Cc2ccc(Cl)cc2Cl)c1=O
50. Cc1cc(C)c(C#N)c(SCC(=O)Nc2cc(C)on2)n1
51. COc1ccccc1NCC(=O)Nc1cc(S(=O)(=O)N2CCOCC2)ccc1N1CCOCC1
52. Cn1c(=O)[nH]c2cc(-c3noc(-c4ccc(Br)cc4)n3)ccc21
53. COc1ccc(S(=O)(=O)c2nnn(-c3cccc(OC)c3)c2N)cc1
54. CCn1c(=O)c2sccc2n(Cc2cc(C(=O)OC)ccc2OC)c1=O
55. O=C(Nc1cccnc1Cl)c1ccc2c(Cl)c3c(nc2c1)CCC3
56. COc1ccc(/C=N/NC(=O)CNc2n[nH]c(=O)[nH]c2=O)cc1OC
screen / no.	49	50	51	52	53	54	55	56
TDP1 block	x	0%	5%	-1%	-3%	x	5%	1%
N370S GC mod	-5%	x	7%	x	-1%	1%	3%	-3%
FEN1 inhibitor	-2%	0%	0%	17%	13%	0%	-11%	-3%

57. Nc1ccccc1SCc1c(Cl)cccc1Cl
58. CSCC[C@H](NC(=O)[C@H](Cc1c[nH]c2ccccc12)NC(=O)CCNC(=O)OC(C)(C)C)C(=O)N[C@@H](CC(=O)O)C(=O)N[C@@H](Cc1ccccc1)C(N)=O
59. Nc1c(N(CCC2=CCCCC2)C(=O)Cc2ccccc2F)c(=O)[nH]c(=O)n1Cc1ccccc1
60. CC(NC(=O)Cc1ccc(F)cc1)c1ccc(F)cc1 (stereo not drawn)
61. Cn1nc(Oc2nc(N3CCOCC3)nc(N3CCOCC3)n2)ccc1=O
62. CN(C)C(=O)N1CCC(C(=O)NCC2CCCO2)CC1 (stereo not drawn)
63. Oc1oc(-c2ccccc2)nc1/C=N/c1nccs1
64. CSCCC(NC(=O)c1ccccc1)C(=O)NCC(C)(C)N1CCOCC1 (stereo not drawn)
screen / no.	57	58	59	60	61	62	63	64
TDP1 block	-1%	11%	1%[56.1 µM]	-4%	5%	3%	4%	2%
N370S GC mod	-4%	-4%	x	3%	5%	-1%	-1%	x
FEN1 inhibitor	-13%	x	-7%	-2%	-7%	1%	-3%	2%

# Copied from above: entries 1–4
1. COc1cccc(/C=N/NC(=O)C(C)n2nc(C)c([N+](=O)[O-])c2C)c1O (stereo not drawn)
2. Cc1ccc(S(=O)(=O)N2CCN(C(=O)CN3CCCCC3)C2)cc1
3. O=c1[nH]cccc1-c1nc2ccccc2[nH]1
4. CNc1c(NC(=O)c2ccc(OC)c(OC)c2)c(=O)oc2ccccc12
screen / no.	1	2	3	4
TDP1 block	8%	-8%	x	2%
N370S GC mod	-20%	23%	u	x
FEN1 inhibitor	0%	0%	-1%	-1%

# The results go on:
65. O=C(CSc1nnc(SCc2ccccc2)s1)N/N=C/c1ccc(Cl)cc1Cl
66. COC(=O)C1=C(C)N(c2ccc(OC)cc2)C(=O)/C1=C\c1cccs1
67. COc1ccc(/C(C)=N/Nc2cc(C(F)(F)F)ccc2Cl)c(OC)c1
68. CCCCn1c(SCC(=O)NC2CCCC2)nnc1-c1ccco1
69. Cc1ccc(OCc2nnc(SCC(=O)NCc3ccccc3)n2C)cc1
70. Cc1ccccc1C(OCCN(C)C)c1ccccc1 (stereo not drawn)
71. CC(C)C[C@@]12C(=O)N(c3cccc(F)c3)C(=O)N1[C@H](c1ccc(Cl)cc1)[C@@H]1C(=O)N(C3CCCCC3)C(=O)[C@@H]12
72. COc1ccc(N=C2NC(=O)/C(=C/c3ccc(O)c(OC)c3)S2)cc1
screen / no.	65	66	67	68	69	70	71	72
TDP1 block	5%	4%	3%	x	0%	5%	0%	2%
N370S GC mod	3%	20%	5%	-19%	1%	4%&-1%&9%&-2%	-10%	-7%
FEN1 inhibitor	7%	6%	x	8%	-6%	-9%&-11%&4%	-11%	u

73. CCOC(=O)Cn1nc(-c2ccccc2)c(-c2ccccc2)nc1=O
74. O=C(CC12CC3CC(CC(C3)C1)C2)N/N=C/c1ccncc1
75. C=C(C)C1CC=C(CN2CC(C)OC(C)C2)CC1 (stereo not drawn)
76. COc1ccc(NC(=O)CC2(CC(=O)O)CCCC2)cn1
77. CCOC(=O)C1C2C=CC3(CN(Cc4ccco4)C(=O)C13)O2 (stereo not drawn)
78. Cc1ccc(Cl)cc1-n1c(SCC(=O)NCc2ccccc2)nc2n[nH]c(C)c2c1=N
79. COc1ccc(/C=N/NC(=O)c2ccccc2[N+](=O)[O-])cc1CN1CCc2cc(OC)c(OC)cc2C1C (stereo not drawn)
80. COc1ccc(OCCNC(=O)c2cccc(Oc3ccc(C(F)(F)F)cc3[N+](=O)[O-])c2)cc1
screen / no.	73	74	75	76	77	78	79	80
TDP1 block	x	4%	0%	8%	-2%	1%	6%	5%
N370S GC mod	-2%	-23%	1%	0%	-9%	x	-16%	u
FEN1 inhibitor	-2%	1%	4%	-3%	-9%	2%	-1%	-12%

# 3 compounds already listed, arranged by their value in TDP1 block, rising:
no.	canonical_smiles	TDP1 block
77	CCOC(=O)C1C2C=CC3(CN(Cc4ccco4)C(=O)C13)O2 (stereo not drawn)	-2%
74	O=C(CC12CC3CC(CC(C3)C1)C2)N/N=C/c1ccncc1	4%
80	COc1ccc(OCCNC(=O)c2cccc(Oc3ccc(C(F)(F)F)cc3[N+](=O)[O-])c2)cc1	5%

# Bioassay records as filed in PubChem BioAssay.
